Source: PubChem BioAssay (The Scripps Research Institute Molecular Screening Center)
CHRM1 agonist: human M1 muscarinic receptor agonism; P11229; CHO-K1 hM1, Fluo-8 calcium fluorescence, agonist mode; 0% DMSO, 100% acetylcholine EC100; activation, % at 3 µM; AID 588814; 0.33% of 360,000 active;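 active = activation above the run's mean compound activation plus 3 SD, cut at about 16% in these data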;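 note: peak over basal fluorescence ratio within a 140 s kinetic read after compound addition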
M1 PAM: positive allosteric modulators of human M1 muscarinic receptor. P11229. CHO-K1 hM1, Fluo-8 calcium fluorescence, ACh EC20; 0% = ACh EC20, 100% = maximal ACh. activation, % at 3 µM. 0.088% of 360,000 active. AID 588819; in the data active = activation above about 19%, passing the limit was not always enough
OXTR agonist: human OXTR agonism; 0.32% of 320,000 active; activation, % at 3 µM; AID 2435; CHO-OTR cells, Fluo-8 calcium fluorescence; normalized: DMSO 0%, oxytocin 100%;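 active = activation above the mean of all tested compounds plus 3 SD, cutoff set per screening run, cut at about 20% in these data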;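 note: peak over basal fluorescence ratio from a 100 s FLIPR kinetic read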
TAAR1 antagonist: antagonists of human TAAR1. Q96RJ0. CHO RD-HGA16 TAAR1, Fluo-8 calcium fluorescence, antagonist. inhibition, % at 3 µM. 1.5% of 360,000 active. AID 624466;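 active = inhibition above a per-plate cutoff, the mean inhibition of test compounds on that plate plus 3 SD, cut at about 49% in these data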;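 note: 0% = DMSO plus EC80 beta-PEA response and 100% = DMSO alone without agonist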
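Test system: CHO RD-HGA16 cells bearing hTAAR1 | Reagent: β-PEA, EC80 | Compound dosing: 3 µM, single point | Schedule: Dye loading 75 min at 37 °C, then 30 min room temperature | Signal: Calcium fluorescence with Fluo-8 | Evaluation: Percent inhibition of PEA-evoked calcium signal, max/basal emission ratio | Control set: DMSO-only wells and EC80 β-PEA-stimulated wells | Repeats: Singlicate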
CHRM1 antagonist: human CHRM1 antagonism; AID 588852; P11229; inhibition, % at 3 µM; 1.3% of 360,000 active; CHO-K1 hM1, Fluo-8 calcium fluorescence, ACh EC80 antagonist;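 active = percent inhibition above its own plate's cutoff, namely the mean of that plate's compound wells plus 3 SD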;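 note: peak over basal fluorescence ratio during 140 s after agonist addition; 0% = ACh EC80 plus DMSO and 100% = DMSO alone without agonist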
OXTR potentiate: potentiators of human oxytocin receptor; P30559; AID 2445; 0.061% of 320,000 active; activation, % at 3 µM; CHO-OTR cells, Fluo-8 calcium fluorescence, potentiator mode; 0% = oxytocin EC15, 100% = EC100;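 active = activation above that plate's cutoff, the mean activation of tested compounds plus 3 SD, cut at about 6.6% in these data, passing the limit was not always enough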;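 note: 100% uses oxytocin at 75 nM as the full agonist control; some results filed as inactive read as strong as hits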
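Measured by – Fluo-8 calcium dye fluorescence · Test system – human OTR in CHO cells · Dosing – one concentration, 3.0 µM compound · Controls – EC15 oxytocin alone as 0%, 75 nM oxytocin as 100% · Evaluation – normalized max/min fluorescence ratio, % activation · Timing – 6 min pre-incubation, 100 s read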
TAAR1 ag: human TAAR1 agonism; Q96RJ0; CHO RD-HGA16 TAAR1, Fluo-8 calcium fluorescence; vehicle wells 0%, saturating PEA agonist 100%; activation, % at 3 µM; 0.99% of 360,000 active; AID 624467;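 active = activation above the mean activation of all test compounds in the run plus 3 SD, cut at about 38% in these data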
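System: CHO-derived RD-HGA16 cells with stable Gα16 and human TAAR1. Times: 17-24 h plating, Fluo-8 75 min 37 °C, 30 min RT. Measured by: calcium-sensitive Fluo-8 signal, excitation 470-495, emission 515-575 nm. Read-out basis: % activation relative to PEA EC100 response. Control set: DMSO and PEA EC100. Repeats: no replicates (n 1).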
V1R ag counter: V1a receptor agonism, counter-screen for OXTR agonists. P37288. CHO-V1R cells, Fluo-8 calcium fluorescence, agonist mode; 0% DMSO, 100% 3 nM vasopressin. activation, % at 3 µM. 0.25% of 320,000 active;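 active = activation above the mean activation of all tested compounds plus 3 SD, per screening run, cut at about 20% in these data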;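 note: signal is peak over basal fluorescence ratio across a 100 second FLIPR read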
CHO parental Ca: signal in parental CHO cells, OX1R antagonist counter-screen | parental CHO-K1, ATP-induced calcium, Fluo-8 fluorescence | inhibition, % at 5.6 µM | 0.63% of 330,000 active;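 active = inhibition above that plate's mean sample inhibition plus 3 SD, cut at about 26% in these data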;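 note: 0% = ATP-challenged DMSO wells and 100% = DMSO wells without ATP; some compounds past the cut are filed as inactive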
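Material: parental CHO cells / Compound: single nominal dose of 5.6 µM per compound / Signal: Fluo-8 fluorescence / Replicates: singlicate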
Numbers without * were called inactive; . = no result given.

SMILES	CHRM1 agonist	M1 PAM	OXTR agonist	TAAR1 antagonist	CHRM1 antagonist	OXTR potentiate	TAAR1 ag	V1R ag counter	CHO parental Ca
COc1cccc(-c2nc(N3CCCCC3C)c3ccccc3n2)c1O (stereo not drawn)	-5	0	-1.3	-22	-12	-7	4	-1.0	6
Cc1ccc(Cc2c(C3CCCCC3)nc3c4ccccc4ccn23)cc1	-3	-5	.	-64	4	.	2	.	.
O=C1NN(c2ccccc2)C(=O)/C1=C/c1ccc(Sc2ccc(Cl)cc2)o1	0	23	0.6	-43	-23	3	0	0.0	8
O=C(NCc1ccccc1Cl)C1CCN(S(=O)(=O)N2CCCCCC2)CC1	-1	-1	3.7	-4	5	-7	12	2.8	-13
CCn1c(SCC(=O)N(C)CC(=O)Nc2ccc(OC)cc2)nnc1-c1ccco1	-5	2	-0.3	8	2	4	3	0.0	-3
COc1ccccc1/C=C/C(=O)OCC(=O)Nc1ccccc1Sc1ccccc1	-9	-5	0.9	25	-1	-2	0	1.9	-19
O=C(NC1CCS(=O)(=O)C1)c1cccc(Cl)c1 (stereo not drawn)	-4	3	-0.6	-33	-1	-5	8	10	-8
COc1cccc(/C=C2\SC(=S)N(CCCC(=O)N(CCO)c3ccccc3)C2=O)c1	8	1	2.0	49*	2	-16	4	5.9	-24
Cc1ccccc1NC(=O)CSc1nc2ccccc2c(=O)n1CC1CCCO1 (stereo not drawn)	-2	1	.	0	-1	.	2	.	.
O=[N+]([O-])c1cccc(-c2nnc3n2CCCCC3)c1	-9	-3	1.1	7	7	-1	-4	0.1	1
C=CCn1c(SCc2cc(=O)n3ccsc3n2)nnc1C1CCCCC1	-7	3	-0.3	-11	4	5	-2	-0.2	-17
O=C(NC1CCCCC1)N1CCN(c2ccc([N+](=O)[O-])cc2)CC1	0	-15	5.9	-8	27*	-8	1	9.6	15
Cc1cc(-c2ccccc2)c2c(=O)[nH][nH]c2n1	-6	11	-0.2	-7	-11	1	3	-0.4	-6
COC(=O)c1cc(Cl)cc2c(C)c(C3(O)CCCCC3)[nH]c12	-6	-4	-1.9	0	-4	-13	0	-1.3	-28
COc1cc(OC)c(OC)cc1CNC(=O)CCN1C(=O)c2cccc([N+](=O)[O-])c2C1=O	-4	9	1.0	6	-12	-1	-2	0.2	-7
Cc1ccc(C(=O)OCN2C(=O)c3ccccc3C2=O)cc1S(=O)(=O)N1CCOCC1	-3	13	0.2	9	-20	-4	0	-0.7	-14
Cc1ccc(C)c(S(=O)(=O)N2CCN(C(=O)c3cccnc3)CC2)c1	-2	4	0.5	-19	-7	2	1	1.7	-12
CCC(CC)c1nn2c(N)c(/C=C3\C=Nc4ccccc43)c(=O)nc2s1	1	16	0.9	-42	-23	-12	-1	1.2	-15
CC(OC(=O)CCc1ccccc1)C(=O)Nc1ccc(Cl)cn1 (stereo not drawn)	-6	7	-2.4	15	-13	0	0	-1.2	4
COc1ccccc1C(CNC(=O)c1cccc(NS(=O)(=O)c2ccc(C)c(F)c2)c1)N(C)C (stereo not drawn)	-8	-27	0.7	-3	85*	1	2	0.4	-12
O=C(O)CNc1nc(-c2ccccc2)nc2c1oc1ccccc12	-3	7	-0.6	-2	-11	0	5	0.3	-10
Cc1ccccc1-c1cc(C(=O)NCc2cccc(Br)c2)nn1CC1CC(c2cccc([N+](=O)[O-])c2)=NO1 (stereo not drawn)	-2	3	1.5	-4	4	-4	11	1.2	-8
O=C(O)c1cccc(CN2C(=O)c3ccccc3C2=O)c1	1	11	-0.1	-15	-1	-13	1	0.4	-12
CCNC(=O)C1CCCN(C(=O)c2ccco2)CC1 (stereo not drawn)	-1	7	.	2	-11	.	6	.	.
Oc1ccc(N=Cc2ccc(-c3cccs3)s2)cc1	-5	2	-2.6	-10	-3	-8	-1	-1.5	7
CC(NCc1ccc(OCC(N)=O)cc1)C12CC3CC(CC(C3)C1)C2 (stereo not drawn)	-10	-22	1.8	5	24	-1	6	1.8	-7
Cc1cc(C)n(CCNC(=O)c2ccco2)n1	-4	14	0.2	12	-11	3	-3	0.5	9
CCOc1ccc(NC(=O)c2ccccc2NS(C)(=O)=O)cc1	-3	9	0.4	8	-17	-4	3	0.6	-9
C=CCN(C(=O)c1csnn1)C(C(=O)NC1CCCC1)c1ccc(Cl)cc1 (stereo not drawn)	-8	3	-1.0	-5	0	-4	-3	-1.3	-15
O=S(=O)(Oc1ccccc1)c1ccc(Cl)c(Cl)c1	-7	5	.	26	-10	.	2	.	.
COc1ccc(-c2cn3c(C)c(C(=O)Nc4cccc(NC(C)=O)c4)sc3n2)cc1	2	-16	8.2	50*	7	-23	15	7.7	15
CCOC(=O)CNNC(=O)Nc1ccc(Cl)c(Cl)c1	-6	3	3.3	0	-1	-7	6	1.4	-5
COC(=O)CSc1nc(C)cc(C)n1	-8	9	0.3	-13	-6	-10	1	1.4	-10
COc1cc(/C=C/C(=O)NCc2nc3ccccc3[nH]2)cc(OC)c1OC	-3	3	0.5	-17	-18	-1	0	0.2	-13
NC1=NC2(CCC(c3ccccc3)CC2)n2c(nc3ccccc32)N1 (stereo not drawn)	-5	11	-1.1	-35	-16	0	11	0.3	-37
CCOC(=O)C(C#N)=CN1CCN(C(=O)CCCl)c2ccccc21	-5	1	.	-9	-4	.	0	.	.
O=C(CSc1nnc(-c2ccc(Br)o2)n1Cc1ccccc1)c1ccccc1F	-2	6	0.2	2	-6	-1	4	2.2	-7
CCOP(=O)(O)c1ccccc1OCCOc1ccccc1P(=O)(O)OCC	0	9	0.6	-5	-17	-4	3	1.1	7
O=S(=O)(c1ccc(OCC(O)CN2CCN(c3ccc(F)cc3)CC2)cc1)N1CCOCC1 (stereo not drawn)	-3	6	4.5	-6	-15	-6	4	2.5	-10
CCOC(=O)N1CCN(C(=O)c2ccc([N+](=O)[O-])cc2Cl)CC1	-5	2	0.5	1	-11	-3	4	0.8	-14
Cc1ccc(CN2CC(C(=O)Nc3ccc(S(=O)(=O)Nc4cc(C)nc(C)n4)cc3)CC2=O)cc1 (stereo not drawn)	-3	7	-0.2	-19	-1	-13	0	0.0	4
CCN1CCN(c2sc(S(=O)(=O)CC)nc2S(=O)(=O)c2ccc(C)cc2)CC1	-9	7	.	4	-11	.	1	.	.
CCOC(=O)N1CCC2(CC1)CC(=O)c1c(ccc3oc(C(=O)O)c(C)c13)O2	3	5	-0.3	-4	-5	-9	10	0.6	-11
CC(=O)C1=C(C)NC(=O)CC1c1ccc(F)cc1 (stereo not drawn)	-4	-3	-0.5	15	16	-11	2	-0.6	-14
CCN1C(=O)[C@@H]2[C@@H](c3ccc(SC4CCCCC4)cc3)N3CCC[C@@]3(C(=O)OC)[C@@H]2C1=O	-5	3	-1.8	-13	-1	-7	-1	0.2	-18
COC(=O)c1ccccc1NC(=S)N(Cc1ccc2c(c1)OCO2)Cc1cc2cc(C)ccc2[nH]c1=O	-5	3	0.1	7	-3	-4	3	-0.5	-20
CCCN(CC(=O)Nc1c(C)cccc1CC)C(=O)SCC	-2	14	-1.5	0	-8	-3	3	-0.1	-16
COc1ccc(OC)c(NC(=O)C2CCCN(S(C)(=O)=O)C2)c1 (stereo not drawn)	-3	3	1.5	2	-6	6	3	0.3	-11
COC(=O)c1ccc(OC)c(CN2CCCN(Cc3ccc(F)cc3)S2(=O)=O)c1	-1	-4	-2.2	-1	5	0	8	-0.8	3
Cc1ccc(S(=O)(=O)CC(=O)NCc2ccc(Cl)cc2)cc1	-6	3	-2.0	-1	1	3	0	-0.5	-12
Cc1ccc(/C=C\c2nccc3c2[nH]c2ccccc23)cc1	-8	-10	0.2	-12	6	-11	-1	0.4	10
FC(F)(F)c1cc(C(F)(F)F)c2ccc(N3CCN(c4ccccc4)CC3)nc2n1	-2	7	-1.1	1	-4	-7	13	1.6	-8
Cc1ccc(NC(=S)N(Cc2ccc(Br)cc2)Cc2ccc(C(=O)O)cc2)cc1C	-4	6	-0.2	13	-6	-7	-1	0.3	0
O=C1CCC(=O)N1CN(Cc1ccco1)CN1C(=O)CCC1=O	-1	4	-0.3	-11	2	-4	2	0.6	-2
Cc1ccc(C2=NN(C(=O)CN3CCN(C4CCS(=O)(=O)C4)CC3)C(c3ccco3)C2)cc1 (stereo not drawn)	-6	11	-0.6	-9	-12	-3	0	0.5	-19
O=C1CC2c3ccccc3CCN2C(=O)CN1Cc1ccccc1 (stereo not drawn)	-4	3	.	-5	-4	.	6	.	.
COc1ccc(S(=O)(=O)N(CC(C)C)C2CCS(=O)(=O)C2)cc1OC (stereo not drawn)	-2	1	0.4	-25	-1	-15	4	0.8	-5
Cc1ccc(NC(=O)c2csnn2)c(C)c1	-4	9	-1.2	-17	-17	-5	7	-0.5	-8
O=C(Nc1ccc(Br)cc1F)c1cccnc1	-7	10	0.1	7	-4	-8	-1	0.3	-7
CNc1cccc2c1C(=O)c1ccccc1C2=O	-5	1	-1.0	10	-5	0	-2	-1.6	-6

Further results follow:
SMILES	CHRM1 agonist	M1 PAM	OXTR agonist	TAAR1 antagonist	CHRM1 antagonist	OXTR potentiate	TAAR1 ag	V1R ag counter	CHO parental Ca
CC(C)Nc1ccc(C(CC(N)=O)NC(=O)c2ccccc2)cc1[N+](=O)[O-] (stereo not drawn)	2	5	0.8	-5	0	0	2	0.6	10
Nc1c(C(=O)Nc2ccccc2)sc2nc(N3CCOCC3)c3c(c12)CCCC3	-4	6	.	19	-14	.	2	.	.
Cc1cc(C)c(S(=O)(=O)N2CCN=C2c2ccccc2)cc1C	-4	4	-1.6	-11	-3	0	4	-0.5	-12
O=C(COC(=O)CCCOc1ccc(Cl)cc1Cl)NCc1ccc(F)cc1	-2	2	2.0	-23	-12	-9	1	5.3	-10
CCN(CC)C(=O)c1cc(C(C)(C)C)c(O)c(C(C)(C)C)c1	-6	3	-2.6	-12	-7	-5	8	7.1	-22

Random excerpt: 2 compounds from above
SMILES	CHRM1 agonist	M1 PAM	OXTR agonist	TAAR1 antagonist	CHRM1 antagonist	OXTR potentiate	TAAR1 ag	V1R ag counter	CHO parental Ca
CCOC(=O)N1CCN(C(=O)c2ccc([N+](=O)[O-])cc2Cl)CC1	-5	2	0.5	1	-11	-3	4	0.8	-14
COc1ccc(S(=O)(=O)N(CC(C)C)C2CCS(=O)(=O)C2)cc1OC (stereo not drawn)	-2	1	0.4	-25	-1	-15	4	0.8	-5
